mIDH1 inhibitor: blocks human mutant IDH1 R132H enzyme | AID 602179 | IDH1-R132H enzyme, NADPH consumption, diaphorase/resazurin fluorescence | Potency, µM (series often up to 76.6 µM), without a hit: at the top dose activity change, negative = inhibition, most hits filed as inhibitors | 390,000 compounds, 0.093% hits | O75874; note: potency is the fitted concentration of half-maximal effect; % is set by controls: 0 for no effect and ±100 for the full control effect; nearly all actives have a fitted effect of over 65% in size
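IDH1-R132H (0.5 ug/mL) preincubated 30 min with compound, then NADPH (0.016 mM) and alpha-KG (2 mM) added; 80 min at RT, pH 7.5. Remaining NADPH coupled via diaphorase/resazurin to fluorescence (540/590 nm); concentration-response curves normalized to no-enzyme control.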
TrxR1 substrate: rat thioredoxin reductase 1 substrate activity; Potency, µM (titrated, usually from 114 µM), without a hit: at the highest dose activity change, negative = substrate turnover; O89049; AID 588456; 390,000 compounds, 0.01% hits; purified TrxR1 substrate turnover, NADPH consumption readout; note: potency is the fitted concentration of half-maximal effect; % is set by controls: 0 for no effect and ±100 for the full control effect; nearly all actives have a fitted effect of over 50% in size
Target sequence (O89049 whole entry, looked up): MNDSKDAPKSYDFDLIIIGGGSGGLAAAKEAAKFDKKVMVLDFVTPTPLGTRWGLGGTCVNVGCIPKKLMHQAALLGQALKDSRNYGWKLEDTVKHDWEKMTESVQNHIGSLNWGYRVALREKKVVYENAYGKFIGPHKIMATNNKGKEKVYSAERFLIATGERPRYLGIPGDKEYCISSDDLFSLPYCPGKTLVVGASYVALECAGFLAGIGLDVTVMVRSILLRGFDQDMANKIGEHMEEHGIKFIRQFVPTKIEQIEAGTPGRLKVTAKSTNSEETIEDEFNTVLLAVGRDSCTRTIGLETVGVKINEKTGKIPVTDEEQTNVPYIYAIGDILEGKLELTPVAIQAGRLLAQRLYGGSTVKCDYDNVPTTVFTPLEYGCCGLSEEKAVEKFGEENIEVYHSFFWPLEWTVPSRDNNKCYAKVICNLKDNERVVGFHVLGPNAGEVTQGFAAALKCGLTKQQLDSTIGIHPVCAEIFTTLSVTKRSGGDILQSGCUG
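Rat TrxR1, dispensed at 90 nM, was prereduced with 400 uM NADPH (final) for 5 min at ~22 deg C, then incubated with compound 15 min before 400 uM selenite. A first-read NADPH fluorescence drop versus no-compound background flagged substrates.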
Vif-A3G inh: inhibitors of Vif-APOBEC3G interaction | HeLa A3G-eYFP + Vif (tagged APOBEC3G with the HIV-1 protein that degrades it), YFP fluorescence, overnight | Potency, µM (titrated, usually from 46.1 µM), without a hit: at the highest dose activity, negative = active, actives largely listed as inhibitors | 410,000 compounds, 0.076% hits | AID 602310;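 note: potency is the fitted concentration of half-maximal effect; % is set by controls: 0 for no effect and ±100 for the full control effect; nearly all actives have a fitted effect of over 60% in size; hits raise eYFP signal because A3G escapes Vif-driven loss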
Target sequence (Q9HC16 whole entry, looked up): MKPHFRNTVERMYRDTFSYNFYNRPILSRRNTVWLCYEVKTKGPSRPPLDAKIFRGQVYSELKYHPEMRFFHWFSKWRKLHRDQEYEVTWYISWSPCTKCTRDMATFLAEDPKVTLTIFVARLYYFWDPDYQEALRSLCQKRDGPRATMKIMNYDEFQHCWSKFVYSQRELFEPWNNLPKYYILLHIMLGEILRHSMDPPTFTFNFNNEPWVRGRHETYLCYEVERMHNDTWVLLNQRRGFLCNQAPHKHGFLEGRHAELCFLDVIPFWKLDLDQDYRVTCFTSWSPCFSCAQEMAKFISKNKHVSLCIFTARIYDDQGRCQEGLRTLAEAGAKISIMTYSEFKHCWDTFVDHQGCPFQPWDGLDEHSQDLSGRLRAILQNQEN
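HeLa cells stably expressing Vif and C-terminally eYFP-tagged A3G, seeded overnight at 37 deg C, then exposed to compound by pintool overnight at 37 deg C. Rise in yellow fluorescence (Ex 488/Em 500-530, Acumen) marks blocked Vif-driven A3G degradation.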
Vif-APOBEC3F blk: Vif-A3F binding inhibition | HeLa A3F-eYFP + Vif (tagged APOBEC3F with the HIV-1 protein that degrades it), YFP fluorescence increase | Potency, µM (titrated, usually from 46.1 µM), for inactives: top-dose activity, negative = active | 390,000 compounds, 0.2% hits | AID 602313; note: potency is the fitted concentration of half-maximal effect; % of control where 0% means no effect; nearly all actives have a fitted effect of over 65% in size
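HeLa cells stably expressing A3F-eYFP plus Vif, plated and incubated overnight at 37 deg C, then exposed to compounds overnight at 37 deg C. Blocked degradation read as raised yellow fluorescence (Ex 488/Em 500-530).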
LDHA inh: LDHA (human) enzyme inhibition. purified LDHA, NADH/diaphorase-resazurin fluorescence; hits give low values. activity change, % (values are at about 110 or 230 µM). 480,000 compounds, 0.15% hits. AID 1347041; in the data active = activity change below about -30%; inconclusive = mostly about -25% to -30%;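 note: plate controls were DMSO wells for no effect and wells without enzyme for full effect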
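Human LDH5 (2 nM) was incubated with 0.06 mM NADH and 0.2 mM pyruvate for 5 min at room temperature in Tris pH 7.4. Remaining NADH was coupled through diaphorase/resazurin, and resorufin fluorescence was read at 0 and 20 min.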
USP1 inh: USP1/UAF1 (human) deubiquitinase inhibition; O94782; recombinant USP1/UAF1, Ub-Rhodamine cleavage fluorescence; Potency, µM (top dose mostly 57.1 µM), inactives show top-dose activity change, negative = inhibition, hits mostly inhibitors; 390,000 compounds, 0.23% hits; note: potency is the fitted concentration of half-maximal effect; % is set by controls: 0 for no effect and ±100 for the full control effect; nearly all actives have a fitted effect of over 60% in size; inactives centre near -12
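In this screen, compounds sit with the deubiquitinase complex (1nM) for 15 min at room temperature before Ub-Rho is added at 150nM final. Fluorescence rise is then followed for 6 reads every 60 seconds.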
PI4K2A block: inhibitors of human PI4K2A; Q9BTU6; purified PI4K2A, ADP-Glo luminescence, 1 h; hits give low values; activity change, negative = inhibition, % at 76.9 µM; 420,000 compounds, 0.13% hits; AID 1346378; in the data active = activity change below about -50%; inconclusive = mostly about -30% to -49%;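 note: -100% = wells without enzyme as full effect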
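PI4K2A activity was measured by ADP-Glo luminescence: enzyme (4 ug/mL stock) and phosphatidylinositol (1.2 mM stock) in Tris pH 7.5/MgCl2/EGTA/Triton X-100 buffer were reacted with ATP (300 microM stock) for one hour at ambient temperature.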
RXFP1 agonist: RXFP1 (human) receptor agonism | HEK293T-RXFP1 cAMP TR-FRET, 30 min; response scale: percent of porcine relaxin response, buffer zero | Potency, µM (titrated, usually from 57.5 µM), for inactives: at the top dose activation, hits mostly activators | 370,000 compounds, 0.3% hits | AID 2676; note: potency is the fitted concentration of half-maximal effect; % is set by controls: 0 for no effect and ±100 for the full control effect; nearly all actives have a fitted effect of over 60% in size; many of its hits are not listed in these tables
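cAMP rise read by TR-FRET after 30 min, 37C compound exposure (up to 58 uM) in RXFP1-transfected HEK293 cells with Ro 20174 present. EC50 from Hill-equation fits, with 29 nM porcine relaxin as 100% and buffer as basal.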
Glioma ERSR ind: inducers of ER stress response in human glioma cells | U87-MG GRP78 promoter luciferase reporter, 16 h | Potency, µM, for the others: top-dose activation, hits mostly activators | 420,000 compounds, 0.02% hits | AID 602332; note: potency is the fitted concentration of half-maximal effect; series mostly up to about 76 µM; % of control where 0% means no effect; nearly all actives have a fitted effect of over 35% in size
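Stably transfected U87-MG human glioma cells carrying a GRP78-based luminescent sensor were seeded at 1000 cells/well, pin-dosed with compounds and incubated 16 h. Luciferase reagent was then added, and end-point luminescence was read after 10 min at room temperature.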
The depositor's hits bear a star; ? = inconclusive; . = not tested or not shown; & = joins results of further samples; [ ] = remark or other dose. Unless noted, calls come from the whole dose curve; as a rule, active = well fitted curve in the direction sought with a large enough effect; inconclusive = small, poorly fitted or top-dose-only effect, or another doubt; inactive = no such curve, though single readings can be large; an effect the other way counts as inactive or inconclusive. These rows are one share of the data; rates above refer to the full screens.

#	Molecule	mIDH1 inhibitor	TrxR1 substrate	Vif-A3G inh	Vif-APOBEC3F blk	LDHA inh
1	C=CCC[C@H](Cc1ccc(F)cc1)C(=O)OC[C@@H](Cc1c[nH]c2ccccc12)NC(=O)[C@H](CC=C)CC(=O)N(CCO)Cc1ccccc1	-2%	-5%	-13%	1%	1
2	O=C(c1cccs1)N1CCN(c2cccc(Cl)c2)CC1	3%	1%	-2%	2%	-5
3	CCOC(=O)CNC(=O)C1CCCCC1	.	0%	4%	.	1
4	CCCCn1c(=O)[nH]c(=O)c2c1nc(-c1cc(Br)c(OCC)c(OC)c1)n2C	-2%	104%[activator][57.1 µM]	-3%	-14%	-3
5	O=C(CCN1C(=O)C2CCCCC2C1=O)Nc1ccc(Br)cc1F (stereo not drawn)	-1%	21%[57.1 µM]	1%	6%	2
6	N#Cc1cccc(NC(=O)COC(=O)c2cccc(N3C(=O)c4ccccc4C3=O)c2)c1	3%	13%[57.1 µM]	0%	-11%	-7
7	O=C(Nc1ncccc1O)c1ccc(C(=O)c2ccccc2)cc1	3%	-5%	-3%	?	0
8	CC(=O)c1ccc(N2C(=O)C3C4C=CC(CC4)C3C2=O)cc1 (stereo not drawn)	6%	5%	1%	5%	-1
9	Cc1cc(NC(=O)CN(C)C)c([N+](=O)[O-])cc1C	11%	0%	0%	3%	5
10	COc1ccc(C2=NN(C(=O)CSc3nc4ccccc4s3)C(c3ccc(F)cc3)C2)cc1 (stereo not drawn)	1%	-7%	2%	?	3
11	O=C(CCc1ccc(Oc2cc([N+](=O)[O-])cc([N+](=O)[O-])c2)cc1)Nc1cccc(Cl)c1	-5%	5%	-1%	-7%	-6
12	CN(CC(=O)Nc1ccccc1Br)C(=O)c1cccc(S(=O)(=O)NCc2ccccc2)c1	8%	-4%	-1%	-9%	-8
13	COc1ccccc1OCC(=O)Nc1cc(C(F)(F)F)ccc1-n1cncn1	4%	6%	0%	7%	-5
14	CC(=O)Nc1ccc(NC(=O)C(C)OC(=O)CN(C)S(=O)(=O)c2ccc(Cl)cc2)cc1 (stereo not drawn)	2%	0%	0%	.	-8
15	Nc1cccc2c1C(=O)N(C(=O)c1cccc(S(=O)(=O)N3CCCC3)c1)C2=O	3%	6%	-1%	1%	-8

#	USP1 inh	PI4K2A block	RXFP1 agonist	Glioma ERSR ind
1	-21%	7	.	-4%
2	-2%	-1	-1.0%	0%
3	.	.	.	-1%
4	-15%	12	0.1%	2%
5	-16%	-4	0.1%	0%
6	-26%	-3	1.8%	-1%
7	-20%	0	-1.3%	?
8	-18%	-4	7.4%	-8%
9	-24%	-2	-0.2%	-3%
10	-13%	-1	0.3%	-3%
11	-22%	-1	2.6%	-5%
12	-10%	-1	0.3%	-3%
13	-18%	2	0.8%	-6%
14	3%	-5	-0.7%	-3%
15	-14%	5	3.8%	-3%

More entries follow:
#	Molecule	mIDH1 inhibitor	TrxR1 substrate	Vif-A3G inh	Vif-APOBEC3F blk	LDHA inh
16	COc1ccc(CNC(=O)C2CCC(=O)N(C3CCCCCC3)C2)c(OC)c1 (stereo not drawn)	-5%	.	-1%	-1%	-3
17	Cc1ccc(NC(=O)C2CCN(S(=O)(=O)c3cccc4cccnc34)CC2)nc1	13%	0%	2%	1%	0
18	CCc1nnc(NC(=O)CCC(=O)N2CCC(Cc3ccccc3)CC2)s1	0%	5%	2%	-8%	1
19	N#Cc1ccc(CCc2ccccc2)[nH]c1=O	-1%	-1%[2.29 µM]	1%	-1%	-11
20	CCCCN=C(C)C1=C(O)CSC1=O	1%	5%[57.1 µM]	-1%	-5%	-7
21	Cc1ccc(C)c(NC(=O)C(OC(=O)c2ccc(C)s2)c2ccccc2)c1 (stereo not drawn)	9%	7%[57.1 µM]	1%	-18%	-5
22	O=C(COC(=O)c1n[nH]c2ccccc12)c1cc(F)ccc1F	-4%	-2%[57.1 µM]	0%	8%	-2
23	COc1cc(CNCc2ccccn2)ccc1OCc1ccc(Cl)c(Cl)c1	5%	-3%	0%	2%	-1
24	Cc1cccc(C(=O)NCC(=O)OCC(=O)N2CC3(C)CC2CC(C)(C)C3)c1 (stereo not drawn)	-1%	0%	-6%	-1%	-6
25	CC(C)Oc1ccc(CC2CCC(=O)N(C)C2=O)cc1 (stereo not drawn)	24%	-5%	2%	-6%	-4
26	O=C(CSS(=O)(=O)O)N1CCN(C(=O)c2ccoc2)CC1	-1%	-6%	9%	5%	-9
27	COC(=O)c1ccccc1NC(=O)C1CC(=O)N(c2ccc(C)c(C)c2)C1 (stereo not drawn)	10%	0%	?	-21%	-4
28	Cc1ccc(-c2c3c(=O)n(C)c(=O)n(C)c3cn2-c2cc(C)ccc2O)cc1	-28%	39%[activator]	-1%	5%	-2
29	O=C(Nc1cccc(C(=O)NC2CCCCC2)c1)c1ccccc1	3%	3%	1%	-10%	-9
30	CC1CCCN(S(=O)(=O)c2coc(C(N)=O)c2)C1 (stereo not drawn)	-9%	10%[57.1 µM]	-2%	-7%	-17

#	USP1 inh	PI4K2A block	RXFP1 agonist	Glioma ERSR ind
16	-20%	3	.	-1%
17	?	-1	0.2%	-6%
18	-15%	9	0.2%	-2%
19	-25%	-1	.	-2%
20	-7%	3	2.5%	-3%
21	0%	3	2.5%	-1%
22	-3%	4	1.4%	8%
23	-16%	-5	-1.5%	6%
24	-2%	-5	-0.8%	0%
25	-5%	2	7.8%	0%
26	-13%	-1	1.1%	1%
27	-9%	2	0.3%	4%
28	-2%	-4	2.1%	-1%
29	-12%	-1	-0.1%	-1%
30	-6%	-5	1.0%	-3%

3 compounds picked at random from those above, as already listed:
#	Molecule	mIDH1 inhibitor	TrxR1 substrate	Vif-A3G inh	Vif-APOBEC3F blk	LDHA inh
5	O=C(CCN1C(=O)C2CCCCC2C1=O)Nc1ccc(Br)cc1F (stereo not drawn)	-1%	21%[57.1 µM]	1%	6%	2
17	Cc1ccc(NC(=O)C2CCN(S(=O)(=O)c3cccc4cccnc34)CC2)nc1	13%	0%	2%	1%	0
12	CN(CC(=O)Nc1ccccc1Br)C(=O)c1cccc(S(=O)(=O)NCc2ccccc2)c1	8%	-4%	-1%	-9%	-8

#	USP1 inh	PI4K2A block	RXFP1 agonist	Glioma ERSR ind
5	-16%	-4	0.1%	0%
17	?	-1	0.2%	-6%
12	-10%	-1	0.3%	-3%

The list continues.
#	Molecule	mIDH1 inhibitor	TrxR1 substrate	Vif-A3G inh	Vif-APOBEC3F blk	LDHA inh
31	Cc1ccc2nc(SCC(=O)Nc3cccc(Cl)c3)nc(=O)n2c1	-2%	-1%	2%	5%	-7
32	COc1ccc(S(=O)(=O)N2CCN(C(=O)c3ccccn3)CC2)cc1	-9%	3%[57.1 µM]	-6%	1%	-10
33	CC(C)c1ccc(S(=O)(=O)N2CCN(C(=O)c3ccc(N4CCCC4)c([N+](=O)[O-])c3)CC2)cc1	5%	-12%	0%	-9%	-4
34	COc1ccccc1CNC(=O)C1(C)CCN1Cc1ccc(OC(F)(F)F)cc1 (stereo not drawn)	.	.	-3%	.	6
35	Cc1cc(NC(=O)Cn2nc(C)c([N+](=O)[O-])c2C)no1	-11%	-9%	3%	8%	-7
36	Cn1c(=O)n(C)c2cc(N3CCOCC3)c(NS(=O)(=O)c3ccc(Br)cc3)cc21	25%	-8%	2%	2%	32
37	CCN(CC)c1ccc(/C=N/Nc2nc(C)cc(C)n2)cc1	-6%	-17%	1%	-3%	-7
38	CC(C)(C)c1ccc(OCC(=O)O)cc1	5%	4%	0%	-5%	-6
39	Cc1cc(C)c(S(=O)(=O)c2c(C)cccc2C)c(OCC(C)C)n1	5%	-1%	-6%	-6%	3
40	Oc1ccc(/C=N/NC(=S)NCc2ccco2)cc1	2%	-7%	0%	-11%	-3
41	Cc1ncc([N+](=O)[O-])n1CCOC(=O)c1cc(Cl)cc(Cl)c1N	8%	8%[57.1 µM]	0%	6%	9
42	CC1=C(C(=O)N2CCCCCC2)CC(CC(=O)NCCc2ccccn2)C(=O)N1Cc1ccccc1 (stereo not drawn)	.	.	-2%	.	-1

#	USP1 inh	PI4K2A block	RXFP1 agonist	Glioma ERSR ind
31	-16%	-2	13%	3%
32	-12%	1	-0.4%	2%
33	-6%	0	2.9%	-4%
34	.	-4	.	-1%
35	-11%	1	1.2%	-6%
36	-5%	-1	1.5%	-2%
37	-21%	1	1.4%	-2%
38	-15%	-1	0.3%&-0.1%	-1%
39	?	1	1.2%	-3%
40	-20%	4	0.2%	4%
41	-7%	-12	6.5%	-2%
42	.	-2	.	-2%

3 of the entries above in order of the USP1 inh value, largest number first.
No. | Structure | TrxR1 substrate | Vif-APOBEC3F blk | LDHA inh | USP1 inh | PI4K2A block | RXFP1 agonist
28 | Cc1ccc(-c2c3c(=O)n(C)c(=O)n(C)c3cn2-c2cc(C)ccc2O)cc1 | 39%[activator] | 5% | -2 | -2% | -4 | 2.1%
36 | Cn1c(=O)n(C)c2cc(N3CCOCC3)c(NS(=O)(=O)c3ccc(Br)cc3)cc21 | -8% | 2% | 32 | -5% | -1 | 1.5%
7 | O=C(Nc1ncccc1O)c1ccc(C(=O)c2ccccc2)cc1 | -5% | ? | 0 | -20% | 0 | -1.3%
